Cy5 interf NS3h: counter-screen for HCV NS3 helicase inhibitors: fluorescence interference; Cy5-dT15 DNA with NS3h; actives lie on both sides; signal over control mean, under 1 quenches; fluorescence interference ratio at 100 µM; AID 720488; actives 6% (n = 16,000);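 active = compound fluorescence over control fluorescence at most 0.8, a quencher, or at least a set upper limit, an enhancer; inactive = ratio between 0.8 and the set upper limit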
NS3h inh CB: hepatitis C NS3 helicase inhibition, primary screen. NS3h Cy5-dT15 DNA binding, fluorescence polarization. inhibition, % at 100 µM. actives 1.6% (n = 16,000);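 active = inhibition above the average over every tested compound plus 3 SD, cut at about 40% in these data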
* hit, by the source's call.

Results follow in this order: Cy5 interf NS3h | NS3h inh CB
CC1(C)C(c2ccccc2)=[N+]([O-])C2(CCCCC/C2=N/NC(N)=S)N1O (stereo not drawn)
    1 | -5
CCC1=NN2C(=N)/C(=C/c3ccc(OCc4ccccc4Cl)c(OC)c3)C(=O)N=C2S1
    1.1 | -23
N#C/C(=C\c1ccc(-c2ccccc2F)o1)c1nn(-c2ccccc2)c(N)c1C#N
    1.1 | 12
CC(=O)Nc1ccc(C(=O)/C=C/c2ccc(/C=C/C(=O)c3ccc(NC(C)=O)cc3)cc2)cc1
    1.1 | 31
COc1ccc(N2C(=O)NC(=O)/C(=C\c3ccc(Oc4ccc([N+](=O)[O-])cn4)cc3)C2=O)cc1
    0.83 | 20
CCOC(=O)c1c(NC(=O)c2ccc(Cl)cc2Cl)sc(C)c1C
    1.1 | 2
Cc1cccc(OCc2nc(-c3ccccn3)no2)c1
    1.1 | 11
CCOc1ccc(NC(=O)CC2S/C(=N/N=C\c3ccccc3OC)NC2=O)cc1 (stereo not drawn)
    1.1 | -1
Cc1ccnc(NS(=O)(=O)c2ccc(NC(=O)c3cc(Cl)ccc3[N+](=O)[O-])cc2)n1
    1.1 | 6
COC(=O)C1=NNC2C(=O)N(c3cccc(Cl)c3C)C(=O)C12 (stereo not drawn)
    1.1 | 8
COc1ccc(C=C2NC(=S)N(c3ccccc3)C2=O)c(OC)c1
    1.1 | 0
CCOc1ccc(/C=C2\SC(=O)N(c3ccccc3)C2=O)cc1
    1.1 | 7
O=C1OC(c2cccc(F)c2)=N/C1=C\c1ccc(F)cc1
    0.91 | 1
COc1ccc(NC(=O)/C(C#N)=C\c2cc(C)n(-c3ccc([N+](=O)[O-])cc3)c2C)cc1
    1 | 6
CC/C(=C1\C(=O)N(c2nc3ccccc3s2)N=C1C(F)(F)F)N1CCCCC1
    1 | -2

Results follow in this order: Cy5 interf NS3h | NS3h inh CB
CC1(C)CC(=O)C2=C(C1)OC(N)=C(C#N)C2c1cn(-c2ccccc2)nc1-c1ccc(Cl)cc1 (stereo not drawn)
    0.98 | 10
Clc1ccc(Nc2nc(-c3ccncc3)nc3ccccc23)cc1
    1 | 9
CC(=O)COc1ccc2c(-c3ccccc3)cc(=O)oc2c1
    0.97 | 8
O=C(O)CCC(=O)N1N=C(c2ccccc2)CC1c1ccccc1Cl (stereo not drawn)
    1 | 5
Cc1ccc(/C=C/C(=O)Nc2ccc(Br)cc2)o1
    1 | 42*
O=C1C(=Cc2ccc(Cl)cc2)C(=O)c2ccccc21
    1 | 0
Cc1ccc(NC(=S)NC(=O)c2ccccc2)cc1Br
    1 | 10
Cc1ccc(N2C(=O)CC(NC(C)C34CC5CC(CC(C5)C3)C4)C2=O)cc1 (stereo not drawn)
    1 | 7
Cc1ccc(/C(N)=N\OC(=O)c2ccccc2Br)cc1
    1 | 17
Cc1cccc(N2C(=O)CC(N3CCN(c4ccc(F)cc4)CC3)C2=O)c1 (stereo not drawn)
    0.87 | 8
COC(=O)c1c(C)oc2ccc(OCc3ccc(F)cc3)cc12
    0.93 | 14
Cc1ccc(-c2nnc(N)s2)cc1C
    1 | 4
COc1cccc(OC)c1C(=O)c1ccccc1
    0.96 | -2
O=C(/C=C/c1ccccc1)NC(=S)Nc1ccc(F)cc1
    1.1 | 9
O=C(O)c1ccc(N2C(=O)CC(Cc3ccccc3)C2=O)cc1 (stereo not drawn)
    1.1 | 0

Results follow in this order: Cy5 interf NS3h | NS3h inh CB
CCC(=O)/C=C1\Sc2ccccc2N1CC
    1 | -1
CCCOc1ccc(-c2nnc(NC(=O)Nc3ccccc3)s2)cc1
    1 | 6
O=C(Nc1ccccc1C(=O)NCc1ccccc1)c1ccccc1F
    0.96 | 5
CS(=O)(=O)N(Cc1ccc(C(=O)NCCSc2ccccn2)cc1)c1ccccc1
    1.1 | 18
CC(C)(C)C(=O)Nc1cccc(-c2nnc(-c3ccco3)o2)c1
    0.92 | 4
Cc1ccc(N(CC(N)=O)S(=O)(=O)c2ccccc2)c(C)c1
    1.1 | -16
COC(=O)c1ccc(Cl)c(NC(=O)C23CC4CC(C)(CC(C)(C4)C2)C3)c1
    0.97 | 9
COc1ccc(-n2nc3ccc(NC(=O)COc4ccccc4Cl)cc3n2)cc1
    1 | 0
O=S1(=O)CC(S(=O)(=O)c2ccccc2)C(S(=O)(=O)c2ccccc2)C1 (stereo not drawn)
    0.99 | 3
O=C(/C=C/c1ccc(OC2CSC2)cc1)c1ccccc1
    1 | 24
COc1cc(/C=C2/SC(=S)N(C)C2=O)ccc1OC(=O)c1ccccc1Cl
    1 | 8
Clc1ccc(-c2noc(CCc3ccccc3)n2)cc1
    1.1 | 5
COc1ccccc1OCc1ccoc1C(=O)O
    0.98 | 11
Cc1nc(SCC(=O)c2ccccc2)c(C#N)c(C)c1C
    1 | 6
O=C(Nc1ccc(O)cc1C(=O)O)c1ccccc1Br
    1 | 0

Reprinted from the part before: 2 entries, followed by the next part.
Results follow in this order: Cy5 interf NS3h | NS3h inh CB
Cc1nc(SCC(=O)c2ccccc2)c(C#N)c(C)c1C
    1 | 6
O=C(Nc1ccc(O)cc1C(=O)O)c1ccccc1Br
    1 | 0
COC(=O)c1c(C)oc2ccc(OCc3ccc([N+](=O)[O-])cc3)cc12
    1 | -4
CC(C)(C)N1C(=O)c2ccc(C(=O)Nc3ccc(C(=O)O)cc3)cc2C1=O
    1 | -6
O=C(c1nn2c(c1Cl)NC(c1ccc(Cl)cc1)CC2C(F)(F)F)N1CCN(c2ccccc2)CC1 (stereo not drawn)
    0.93 | 18
O=C(NCc1cccc(F)c1)c1c(O)c2ccccc2[nH]c1=O
    0.94 | 1
Cc1cc(C)c(NS(=O)(=O)c2cc([N+](=O)[O-])ccc2Cl)c(C)c1
    0.96 | 3
CC(C)(C)OC(=O)N1N=C(c2ccccc2)CC1(O)C(F)(F)F (stereo not drawn)
    0.95 | -1
NC(=O)c1cc(NC(=O)COc2ccc(F)cc2)cc(C(N)=O)c1
    1.1 | -8
CS(=O)(=O)N(CC(=O)Nc1ccc(Cl)cc1)c1cccc(C(F)(F)F)c1
    0.93 | 17
O=C(/C=C/c1ccc(Cl)cc1)Nc1ccc2c(c1)OCO2
    0.92 | 14
COc1ccc(NC(=O)CN(c2cccc(Cl)c2)S(C)(=O)=O)c(OC)c1
    1 | 4
CCN(CC)C(=O)c1ccccc1NC(=O)c1ccccc1Cl
    1 | 4
Nc1nnc(CSCc2ccccc2)s1
    1 | 1
COc1ccc(Cl)cc1C(=O)NCc1ccccn1
    0.95 | -2
CCC(C)NC(=O)CN(c1ccc(OC)cc1)S(=O)(=O)c1ccccc1 (stereo not drawn)
    1 | 2
O=C1OC(c2ccc(Cl)cc2)=C/C1=C/c1cc2c(cc1[N+](=O)[O-])OCO2
    1.1 | -7

Results follow in this order: Cy5 interf NS3h | NS3h inh CB
O=C(CSc1nc2ccccc2o1)c1ccc(-c2ccccc2)cc1
    0.63* | 2
CC(C)CNC(=O)CN(c1ccccc1)S(=O)(=O)c1ccccc1[N+](=O)[O-]
    0.69* | 20
CCOCCOC(=O)c1ccc(NC(=O)c2cncc(Br)c2)cc1
    1 | 6
O=C(c1ccc(S(=O)(=O)N2CCCC2)cc1)N1CCN(c2ccccc2)CC1
    0.91 | 4
O=C1C(=O)N(CCCn2ccnc2)C(c2cccc([N+](=O)[O-])c2)C1=C(O)c1ccc(Cl)cc1 (stereo not drawn)
    0.98 | 1
O=C(Cc1ccccc1)Nc1ccc2nn(-c3ccc(Cl)cc3)nc2c1
    1.1 | -21
O=C1N=c2ccccc2=C1N=Nc1nc(O)c(-c2c(O)[nH]c3ccccc23)s1
    0.4* | 124*
C=CCOc1ccc(C=C2C(=O)NC(=S)NC2=O)cc1OC
    1 | 82*
O=C(c1cc2n(n1)C(C(F)(F)F)CC(c1cccs1)N2)N1CCN(C(c2ccccc2)c2ccccc2)CC1 (stereo not drawn)
    0.94 | 13
O=C(Nc1ccc(Cl)cc1)Nc1nnc(C23CC4CC(CC(C4)C2)C3)s1
    1 | 11
CC1(c2ccc([N+](=O)[O-])cc2)CC1(Br)Br (stereo not drawn)
    1.1 | 5
O=C1NN(c2ccccc2)C(=O)/C1=C/c1cc([N+](=O)[O-])c(Cl)cc1Cl
    0.89 | 39
O=C(N/N=C\c1cc([N+](=O)[O-])ccc1O)/C(=C/c1cccs1)NC(=O)c1ccccc1
    0.99 | 6
CC1=C(C(=O)OC(C)C)C(c2ccc(OCC(N)=O)cc2)NC(=S)N1 (stereo not drawn)
    1 | 0
O=C1C(=O)N(CCO)C(c2ccc(Br)cc2)C1=C(O)c1ccc(Cl)cc1 (stereo not drawn)
    0.89 | -11

Results follow in this order: Cy5 interf NS3h | NS3h inh CB
Cc1nccn1-c1c2c(c(C#N)c3nc4ccccc4n13)CCC2
    1.1 | 1
O=C(Nc1ccc([N+](=O)[O-])cc1)C1CC(=O)N(c2ccc(Cl)cc2)C1 (stereo not drawn)
    0.88 | 2
C=CCOc1c(Br)cc(/C=C2\C(=O)NC(=O)N(c3ccccc3)C2=O)cc1OC
    1.1 | 13
CCc1ccccc1N(CC(=O)Nc1ccc(C)c(C)c1)S(C)(=O)=O
    0.98 | 17
Cc1ccc2nc(/C(C#N)=C/c3cccc(Br)c3)[nH]c2c1
    0.81 | -43
Cc1cc(Cl)ccc1NC(=O)c1cccc(I)c1
    0.87 | 9
COc1ccc(C2CC(=O)C3=C(C2)Nc2ccccc2NC3c2cccc(F)c2)cc1 (stereo not drawn)
    0.94 | 8
Cc1ccnc(NS(=O)(=O)c2ccc(N3C(=O)c4ccccc4C3=O)cc2)n1
    1 | 22
CC(C)(C)c1ccc(CC2CC2(Cl)Cl)c([N+](=O)[O-])c1 (stereo not drawn)
    1.1 | 3
CC(Nc1cc(N2CCN(C)CC2)ccc1[N+](=O)[O-])c1ccc(Br)cc1 (stereo not drawn)
    0.9 | 19
O=c1/c(=C/c2ccco2)sc2nnc(-c3ccccc3)n12
    0.94 | 11
O=C(Nc1cccc(-c2nc3ccccc3[nH]2)c1)c1ccc2c(c1)OCCO2
    0.98 | 8
O=C(Nc1ccc(I)cc1)c1ccc(S(=O)(=O)N2CCCC2)cc1
    0.94 | 8
O=C(O)CC1S/C(=N\N=C/c2ccccc2)N(c2ccc(O)cc2)C1=O (stereo not drawn)
    1.1 | -1
O=C1NC(=S)N/C1=C\c1ccccc1
    1.2* | 16

Results follow in this order: Cy5 interf NS3h | NS3h inh CB
COc1ccc(NC(=O)C2CC(=O)N(c3ccc(F)cc3)C2)c(OC)c1 (stereo not drawn)
    0.93 | 3
Cc1c(NC(=S)NC(=O)c2ccc(Cl)cc2)cccc1-c1nc2ncccc2o1
    1.1 | -12
Cc1ccc(C(=O)NCCCNc2ccc([N+](=O)[O-])cc2Cl)cc1
    1 | 4
C=CCNC(=O)C(=O)Nc1ccc(OC)c(Cl)c1
    0.97 | 10
CC(C)c1ccc(NC(=O)C(=O)NCCO)cc1
    1 | 7
COc1ccc(N(CC(=O)N(C)Cc2ccccc2)S(C)(=O)=O)c(OC)c1
    1 | 5
CCc1cccc(C)c1NC1C=CS(=O)(=O)C1 (stereo not drawn)
    0.99 | 0
COC(=O)CC12CC3CC(C1)CC(CC(=O)OC)(C3)C2
    1.1 | 3
COc1ccc(CNC(=O)c2ccccc2N(Cc2ccccc2)S(=O)(=O)c2ccc(C)cc2)cc1
    0.88 | 26
CCc1ccccc1NC(=O)CN(c1ccc(F)cc1)S(=O)(=O)c1ccccc1
    1 | 13
CCOC(=O)c1ccccc1NC(=O)c1sc(NC(=O)Cc2ccc(OC)cc2)c(C(=O)OCC)c1C
    1 | 4
O=[N+]([O-])c1ccc(/C=C(Cl)/C=N/n2cnnc2)cc1
    1.1 | 9
O=[N+]([O-])c1ccc2nc(-c3ccco3)[nH]c2c1
    0.88 | 2
N/C(=N/OC(=O)c1ccccc1F)c1ccc(Cl)cc1
    1.1 | -5
O=C(NOC(=O)c1cccc(I)c1)c1ccc(Cl)cc1
    0.91 | 8

Ordered by count of non-hydrogen atoms (low to high): part of the list above
Results follow in this order: Cy5 interf NS3h | NS3h inh CB
Cc1ccc(-c2nnc(N)s2)cc1C
    1 | 4
CCc1ccccc1N(CC(=O)Nc1ccc(C)c(C)c1)S(C)(=O)=O
    0.98 | 17
O=C(c1ccc(S(=O)(=O)N2CCCC2)cc1)N1CCN(c2ccccc2)CC1
    0.91 | 4

Following part
Results follow in this order: Cy5 interf NS3h | NS3h inh CB
COC(=O)c1ccc(COc2ccc(-c3ccccc3)cc2)o1
    0.96 | 12
COc1cc(Sc2ccccc2[N+](=O)[O-])ccc1N
    0.97 | 8
C=CCN1C(=O)NC(=O)/C(=C/C=C/c2ccco2)C1=O
    1.3* | 78*
O=C(CCNS(=O)(=O)c1ccccc1[N+](=O)[O-])N(Cc1ccccc1)Cc1ccccc1
    0.98 | 8
COc1ccc(N2C(=O)/C(=C\c3ccsc3)SC2=S)cc1
    1 | 15
CSc1nnc(-c2ccc(C)cc2)o1
    0.69* | 12
O=C(NCC(c1ccccc1)c1ccccc1)Nc1ccc(Cl)cc1
    1 | 3
COc1ccc(S(=O)(=O)N2CCC(CN3C(=O)c4cccc5cccc(c45)C3=O)CC2)cc1
    1 | 9
O=S(=O)(Oc1ccccc1)c1cc(Cl)ccc1Cl
    0.94 | 14
Cc1ccc(NC(=O)c2cc([N+](=O)[O-])ccc2Cl)cc1Cl
    1 | 9
COCCOC(=O)c1c(C)oc2ccc(NS(=O)(=O)c3cc(C)ccc3C)cc12
    0.94 | 11
O=C(COc1ccccc1[N+](=O)[O-])Nc1ccc2oc(-c3cccc(Cl)c3)nc2c1
    1.1 | -19
Cc1cccc(/C(N)=N\OC(=O)Cc2ccc(Cl)cc2)c1
    0.95 | -6
O=C1C2C3C=CC(C3)C2C(=O)N1c1ccc([N+](=O)[O-])cc1Br (stereo not drawn)
    0.99 | 4

Shown comma-delimited: 3 of the compounds above
smiles,Cy5 interf NS3h,NS3h inh CB
C=CCN1C(=O)NC(=O)/C(=C/C=C/c2ccco2)C1=O,1.3*,78*
COC(=O)c1ccc(COc2ccc(-c3ccccc3)cc2)o1,0.96,12
COc1ccc(N2C(=O)/C(=C\c3ccsc3)SC2=S)cc1,1,15

Assay outcomes: PubChem BioAssay, Milwaukee Institute for Drug Discovery
